Screening results: PubChem BioAssay, several laboratories
TROY signal inh: inhibitors of TROY-dependent NF-kB signaling; Q293 LMP1-TROYcd NF-kB luciferase reporter, 4 h; inhibition, % at 10 µM; 360,000 tested, 0.98% active;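 active = compounds whose plate-normalised and pattern-corrected inhibition of the luciferase reporter signal at the single screening dose is 50% or more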
NOD2-RIPK2 inh: inhibitors of human NOD2-RIPK2 interaction; 360,000 tested, 0.38% active; CHO BLA complementation NOD2-RIPK2, CCF4 ratio; inhibition, % at 4.98 µM; in the data active = inhibition above about 21%;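 note: 0% = vehicle only and 100% = reference blocker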
NR2F2 inh: NR2F2 (human) inhibition, primary screen. HEK293T NGFI-A luciferase reporter, luminescence. inhibition, % at 8.6 µM. 370,000 tested, 0.7% active. P24468. AID 686940;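 active = inhibition above a per-plate cutoff, mean inhibition of test wells between control levels plus 3 SD, cut at about 38% in these data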;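 note: cells cotransfected with COUP-TFII expression vector driving the NGFI-A reporter; 0% = median of COUP-TF2 test wells and 100% = reporter-only cells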
C8 TRAIL sens: sensitizes caspase-8 expressing cells to TRAIL; AID 624354; 360,000 tested, 1% active; inhibition (viability loss, TRAIL sensitization), % at 10 µM; NB7+C8 cells + TRAIL, ATPlite viability luminescence;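 active = compounds causing at least 50% loss of cell viability in the single-dose screen, relative to plate controls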
TWEAK-Fn14 inh: TWEAK-Fn14 signaling inhibition; TWEAK-stimulated Fn14 reporter cells, luciferase luminescence, 8 h; inhibition, % at 10 µM; 360,000 tested, 2% active; in the data active = inhibition above about 50%
NCOA2 inhibitor: inhibits human steroid receptor coactivator 2. Q15596. inhibition, % at 9 µM. AID 651957. HEK293 GAL4-SRC2 luciferase reporter, luminescence. 370,000 tested, 0.17% active;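 active = inhibition above the mean inhibition of all tested compounds plus 3 SD, set per campaign, cut at about 52% in these data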;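 note: 0% = DMSO treated cells and 100% = cells given Gossypol at 36 µM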
Target sequence (Q15596 whole entry, looked up, the tested form may be a part): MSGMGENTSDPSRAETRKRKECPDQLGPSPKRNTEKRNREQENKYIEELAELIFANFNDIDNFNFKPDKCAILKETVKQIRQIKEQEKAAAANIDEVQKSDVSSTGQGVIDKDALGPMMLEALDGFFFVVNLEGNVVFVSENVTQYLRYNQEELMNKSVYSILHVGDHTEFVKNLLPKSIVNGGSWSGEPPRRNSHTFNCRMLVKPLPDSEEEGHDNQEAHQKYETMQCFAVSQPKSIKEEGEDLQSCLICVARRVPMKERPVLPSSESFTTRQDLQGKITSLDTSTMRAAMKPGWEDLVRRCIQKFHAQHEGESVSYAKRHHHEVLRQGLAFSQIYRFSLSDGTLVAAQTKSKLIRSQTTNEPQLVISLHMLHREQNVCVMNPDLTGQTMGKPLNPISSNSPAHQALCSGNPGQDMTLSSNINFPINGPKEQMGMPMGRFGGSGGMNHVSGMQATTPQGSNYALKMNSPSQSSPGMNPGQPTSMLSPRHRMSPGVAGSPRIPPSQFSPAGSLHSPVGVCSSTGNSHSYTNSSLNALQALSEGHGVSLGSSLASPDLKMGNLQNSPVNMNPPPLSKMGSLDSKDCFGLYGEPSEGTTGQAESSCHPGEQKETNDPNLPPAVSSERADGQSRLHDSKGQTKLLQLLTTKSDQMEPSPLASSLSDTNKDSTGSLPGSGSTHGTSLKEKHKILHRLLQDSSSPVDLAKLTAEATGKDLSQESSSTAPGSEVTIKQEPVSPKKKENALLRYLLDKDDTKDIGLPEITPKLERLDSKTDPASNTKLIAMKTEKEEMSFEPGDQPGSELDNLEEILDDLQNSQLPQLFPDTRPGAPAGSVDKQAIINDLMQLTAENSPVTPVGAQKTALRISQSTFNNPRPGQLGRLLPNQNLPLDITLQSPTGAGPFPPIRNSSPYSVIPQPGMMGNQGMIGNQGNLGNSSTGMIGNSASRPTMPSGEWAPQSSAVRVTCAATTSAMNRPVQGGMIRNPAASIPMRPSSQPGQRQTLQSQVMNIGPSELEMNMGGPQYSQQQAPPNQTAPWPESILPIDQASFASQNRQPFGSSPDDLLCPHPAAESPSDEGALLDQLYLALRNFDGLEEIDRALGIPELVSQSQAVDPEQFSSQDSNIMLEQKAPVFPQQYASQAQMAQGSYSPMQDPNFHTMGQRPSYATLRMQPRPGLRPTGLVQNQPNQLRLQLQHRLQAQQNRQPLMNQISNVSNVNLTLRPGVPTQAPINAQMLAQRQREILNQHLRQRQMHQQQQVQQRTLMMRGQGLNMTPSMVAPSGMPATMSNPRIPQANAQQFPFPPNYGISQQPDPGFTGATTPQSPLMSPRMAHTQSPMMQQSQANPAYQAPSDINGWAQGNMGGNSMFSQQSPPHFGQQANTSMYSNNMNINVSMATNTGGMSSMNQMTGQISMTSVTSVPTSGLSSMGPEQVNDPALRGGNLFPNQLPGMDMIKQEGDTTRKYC
LRH-1 inv ag: suppresses constitutive activity of human LRH-1 | inhibition, % at 3.6 µM | 360,000 tested, 0.13% active | HEK293T StAR-luciferase reporter, LRH-1 transfected, 24 h | AID 602396;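 active = inhibition above the mean inhibition of all tested compounds plus 3 SD, cut at about 73% in these data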;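 note: 0% = DMSO wells and 100% = reporter-only cells lacking LRH-1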
TLR9-MyD88 inh: inhibitors of human TLR9-MyD88 binding. Q9NR96+Q99836. CHO BLA complementation TLR9-MyD88, CCF4 FRET ratio. inhibition, % at 4.98 µM. 340,000 tested, 0.21% active;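 active = inhibition above the mean over all tested compounds plus 3 SD, cut at about 21% in these data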;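 note: 0% = DMSO only wells and 100% = clavulanate BLA inhibitor control wells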
NCOA3 inh: human NCOA3 inhibition; Q9Y6Q9; 360,000 tested, 0.17% active; inhibition, % at 3.6 µM; HEK293 GAL4-SRC3 luciferase reporter, luminescence;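 active = inhibition above a per-campaign cutoff, the mean of all compounds plus 3 SD, cut at about 60% in these data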;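 note: 0% = DMSO-treated cells and 100% = gossypol-treated cells at 36 µM; higher means less SRC3-driven luciferase light from the GAL4 reporter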
SRC1 inh: human NCOA1 inhibition; Q15788; HEK293 GAL4-SRC1 luciferase reporter, luminescence; inhibition, % at 3.6 µM; 360,000 tested, 0.12% active; AID 588354;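 active = inhibition above the campaign mean plus 3 SD, with each screening campaign given its own cutoff, cut at about 60% in these data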;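 note: 0% = DMSO treated cells and 100% = gossypol at 36 µM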
EBV LMP1 NFkB: inhibitors of Epstein-Barr LMP1-induced NF-kappaB reporter; LMP1-induced NF-kappaB luciferase reporter cells, luminescence; inhibition, % at 12.5 µM; 350,000 tested, 0.69% active; in the data active = inhibition above about 41%;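 note: 0% = neutral control wells and 100% = reference inhibitor control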
Active calls of the source: *; · = not tested or not shown. This is a subset; rates above refer to the full screens.

Key to letters: A = TROY signal inh; B = NOD2-RIPK2 inh; C = NR2F2 inh; D = C8 TRAIL sens; E = TWEAK-Fn14 inh; F = NCOA2 inhibitor; G = LRH-1 inv ag; H = TLR9-MyD88 inh; I = NCOA3 inh; J = SRC1 inh; K = EBV LMP1 NFkB
[1] CCCN(CCC)CCNc1c(N2CCN(C(=O)OCC)CC2)c(=O)c1=O
  A: 18 | B: 6 | C: · | D: -21 | E: -9 | F: · | G: 7 | H: -7 | I: 5 | J: 7 | K: 1
[2] COc1ccc(CN(C(=O)/C=C/c2ccco2)C2CCS(=O)(=O)C2)cc1 (centres undefined)
  A: 13 | B: -7 | C: 18 | D: 5 | E: -3 | F: -19 | G: -9 | H: 1 | I: 2 | J: -13 | K: -3
[3] O=C1Nc2cc(S(=O)(=O)N3CCCC3)ccc2N2CCCC12 (centres undefined)
  A: 1 | B: -3 | C: 6 | D: 4 | E: -5 | F: 1 | G: 0 | H: 5 | I: -3 | J: -7 | K: 8
[4] O=S(=O)(Nc1cc(S(=O)(=O)N2CCOCC2)ccc1O)c1ccc2c(c1)OCCCO2
  A: 0 | B: -10 | C: 4 | D: -11 | E: 24 | F: 0 | G: 8 | H: 1 | I: 8 | J: -41 | K: -14
[5] O=C(Nc1ccc(N2CCOCC2)c(Cl)c1)c1ccc(-n2cnnc2)cc1Cl
  A: 3 | B: -5 | C: 12 | D: -14 | E: -5 | F: 9 | G: -20 | H: -4 | I: -6 | J: -45 | K: -14
[6] CC(C)c1ccc(CSc2ccc(S(=O)(=O)N3CCOCC3)cn2)cc1
  A: 6 | B: 1 | C: -15 | D: -9 | E: 4 | F: 23 | G: 7 | H: -16 | I: 20 | J: -18 | K: 0
[7] O=C1NC[C@H](Cc2ccccc2)N(C[C@@H]2CCCN2C[C@H](Cc2ccccc2)N2C[C@H](Cc3ccc(O)cc3)N(CCc3ccccc3)C(=O)C2=O)C1=O
  A: 14 | B: -7 | C: -3 | D: 17 | E: 28 | F: -5 | G: -7 | H: · | I: · | J: · | K: ·
[8] O=C(CN1CCN(c2ccccc2F)CC1)N1CCc2ccccc21
  A: -17 | B: -14 | C: 17 | D: -7 | E: 3 | F: -23 | G: -20 | H: 3 | I: -9 | J: -45 | K: -14
[9] COc1ccc(CNC(=O)CCN2C(=O)[C@@H]3Cc4ccccc4CN3C2=O)cc1
  A: 6 | B: 3 | C: 10 | D: -21 | E: -10 | F: -17 | G: 14 | H: 4 | I: 14 | J: 11 | K: 2
[10] C/C(=N\NC(=O)c1ccc(CSc2nc(C)cc(C)n2)cc1)C1CCCCC1
  A: 3 | B: -8 | C: -12 | D: 3 | E: -9 | F: -7 | G: 7 | H: -3 | I: 3 | J: 2 | K: 1
[11] CCOc1cc(-c2cc(-c3ccc(C)cc3)nc(N)c2C#N)ccc1O
  A: 16 | B: -6 | C: -7 | D: -10 | E: 42 | F: 6 | G: -24 | H: 2 | I: 15 | J: -8 | K: 12
[12] Cc1cc2nc(-c3cccc(Br)c3)c(Cc3ccsc3)n2c(C)c1Br
  A: -14 | B: -19 | C: -9 | D: -1 | E: 4 | F: 10 | G: 5 | H: · | I: · | J: · | K: ·
[13] Cc1cc(O)c(C(=O)/C=C/c2ccc(Cl)cc2)c(=O)o1
  A: -37 | B: 7 | C: -3 | D: 69* | E: 14 | F: -30 | G: -15 | H: 7 | I: -32 | J: -19 | K: -16
[14] CSc1nc(-c2ccco2)nn1C(=O)c1cccs1
  A: -9 | B: 3 | C: -11 | D: 7 | E: -5 | F: -17 | G: 3 | H: 2 | I: 26 | J: 4 | K: -2
[15] CC(C)Sc1nnc(CNC(=O)C23CC4CC(CC(C4)C2)C3)n1C1CCCCC1
  A: -2 | B: 1 | C: 4 | D: 3 | E: -8 | F: -27 | G: -17 | H: -2 | I: -4 | J: 5 | K: 1

3 of the entries above in order of the NR2F2 inh value, high to low:
item | Compound | NR2F2 inh
8 | O=C(CN1CCN(c2ccccc2F)CC1)N1CCc2ccccc21 | 17
9 | COc1ccc(CNC(=O)CCN2C(=O)[C@@H]3Cc4ccccc4CN3C2=O)cc1 | 10
12 | Cc1cc2nc(-c3cccc(Br)c3)c(Cc3ccsc3)n2c(C)c1Br | -9

The list goes on.
Key to letters: A = TROY signal inh; B = NOD2-RIPK2 inh; C = NR2F2 inh; D = C8 TRAIL sens; E = TWEAK-Fn14 inh; F = NCOA2 inhibitor; G = LRH-1 inv ag; H = TLR9-MyD88 inh; I = NCOA3 inh; J = SRC1 inh; K = EBV LMP1 NFkB
[16] CCN(C(=O)COc1ccc(C)cc1OC)c1cccc2ccccc12
  A: -6 | B: 7 | C: 4 | D: 14 | E: 6 | F: 5 | G: 15 | H: -4 | I: 11 | J: 0 | K: 16
[17] Cn1cc([N+](=O)[O-])c(C(=O)Nc2ccc3c(c2)OCCO3)n1
  A: -38 | B: 0 | C: -15 | D: 24 | E: 3 | F: -49 | G: -51 | H: -15 | I: -32 | J: -65 | K: -8
[18] CCCCN(C)CCNC(=O)Cn1ncc2c(=O)oc3ccc(C)cc3c21
  A: 11 | B: -13 | C: 0 | D: 23 | E: 8 | F: -23 | G: 7 | H: -6 | I: 1 | J: 5 | K: -1
[19] CCCOc1ccc(-c2nnn(CC(=O)N3CCC(C)CC3)n2)cc1
  A: -19 | B: 3 | C: -17 | D: 4 | E: -11 | F: -5 | G: -7 | H: -4 | I: -15 | J: -21 | K: 0
[20] Cc1ccc(Oc2nc3c(c(=O)n(Cc4ccccc4F)c(=O)n3C)n2C)cc1
  A: 32 | B: 5 | C: -9 | D: 17 | E: 27 | F: 16 | G: -6 | H: -14 | I: -6 | J: 1 | K: -1
[21] CNC(=O)COC(=O)/C=C/c1nc2ccccc2s1
  A: -16 | B: 1 | C: 8 | D: 7 | E: 13 | F: -39 | G: 18 | H: 5 | I: 10 | J: -19 | K: -6
[22] CCOC(=O)C1CCN(c2nc3ccccc3nc2C(C#N)C(=O)OC(C)COC)CC1 (centres undefined)
  A: -10 | B: -4 | C: -3 | D: 13 | E: 4 | F: -21 | G: -1 | H: -7 | I: 25 | J: -19 | K: 2
[23] Cc1ccc(C)c(/C=N/Nc2ccccn2)c1
  A: -14 | B: -2 | C: -17 | D: -19 | E: -13 | F: -17 | G: 10 | H: -3 | I: -25 | J: -15 | K: -20

In the list so far, 3 have two or more sulfur atoms:
Key to letters: A = TROY signal inh; B = NOD2-RIPK2 inh; C = NR2F2 inh; D = C8 TRAIL sens; E = TWEAK-Fn14 inh; F = NCOA2 inhibitor; G = LRH-1 inv ag; H = TLR9-MyD88 inh; I = NCOA3 inh; J = SRC1 inh; K = EBV LMP1 NFkB
[4] O=S(=O)(Nc1cc(S(=O)(=O)N2CCOCC2)ccc1O)c1ccc2c(c1)OCCCO2
  A: 0 | B: -10 | C: 4 | D: -11 | E: 24 | F: 0 | G: 8 | H: 1 | I: 8 | J: -41 | K: -14
[6] CC(C)c1ccc(CSc2ccc(S(=O)(=O)N3CCOCC3)cn2)cc1
  A: 6 | B: 1 | C: -15 | D: -9 | E: 4 | F: 23 | G: 7 | H: -16 | I: 20 | J: -18 | K: 0
[14] CSc1nc(-c2ccco2)nn1C(=O)c1cccs1
  A: -9 | B: 3 | C: -11 | D: 7 | E: -5 | F: -17 | G: 3 | H: 2 | I: 26 | J: 4 | K: -2
